Source: PubChem (National Center for Advancing Translational Sciences (NCATS))
GAA spleen mod – lysosomal alpha-glucosidase (human) modulation. P10253. human spleen homogenate, 4-MU-alpha-glucoside fluorescence. Potency, µM (doses to about 79.9 µM), for the others: at the highest dose activity change, negative = inhibition, usual class: inhibitors. actives 0.006% (n = 240,000). AID 2112;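 also: 0% = enzyme with vehicle and -100% = no enzyme basal signal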
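AC50 values come from Hill-equation fits of concentration-response data, normalized to no-enzyme and full-activity controls. Enzyme source: 1 ug human spleen homogenate; 1 mM fluorogenic 4-MU glucoside, pH 5.0 citrate buffer, 37 C, 40 min.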
GAA inh – inhibitors of human lysosomal alpha-glucosidase; AID 1466; actives 0.005% (n = 200,000); purified human GAA, 4-MU-alpha-glucoside fluorescence; P10253; Potency, µM (top dose mostly 76.9 µM), inactives show at the highest dose activity change, negative = inhibition, actives largely listed as inhibitors;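 also: plate controls were uninhibited enzyme wells for no effect and no-enzyme background for full effect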
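Read-out is 4-methylumbelliferone fluorescence (Ex 365/Em 440 nm) after NaOH/glycine stop at pH 10. Enzyme 4 nM, substrate 400 uM, pH 5.0 citrate buffer, 20 min room temperature; AC50 from Hill-equation concentration-response.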
RGS12 GoLoco inh – RGS12 GoLoco-Gai1 interaction inhibition. Potency, µM (highest dose often 61.6 µM), inactives show at the top dose activity, negative = inhibition, usual class: inhibitors. P63096. AID 880. actives 0.44% (n = 230,000). Gai1:RGS12 GoLoco peptide FP, rhodamine, 10 min; active = well fitted inhibition curve with a large enough effect, not every such curve was filed as active; inactive = no such curve, though single readings can be large or run the other way; also: % is scaled to controls: 0 for no effect and ±100 for the full control effect; nearly all actives have a fitted effect of over 30% in size; many of its hits are not listed in these tables
IMPase Li cell – cell-permeable IMPase inhibitors with lithium potentiation; AID 1457; CHO-M1 cells, IP1 TR-FRET (IP-One), carbachol + lithium; actives 0.35% (n = 210,000); Potency, µM (highest dose often 59.4 µM), without a hit: at the highest dose activity, negative = IMPase inhibition, most hits filed as inhibitors;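 also: IP1 builds up when IMPase is blocked and the TR-FRET signal falls; plate controls were basal vehicle for no effect and high inhibitor control for full effect; nearly all actives have a fitted effect of over 50% in size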
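Steps: plate 2000 CHO-M1 cells per well and culture 16–30 h; add compound and lithium; incubate 30 min, 37C; add d2-IP1 tracer and Eu cryptate anti-IP1 antibody in lysis buffer; read after 10 min at room temperature.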
HttQ103 aggreg – inhibitors of mutant huntingtin aggregate formation in PC12 cells; Potency, µM (titrated, usually from 46.1 µM), for the others: top-dose activity change, negative = inhibition, hits mostly inhibitors; actives 1.1% (n = 220,000); AID 1688; PC12 HttQ103-GFP aggregates, Acumen cytometry, 40 h; also: % is scaled to controls: 0 for no effect and ±100 for the full control effect; nearly all actives have a fitted effect of over 60% in size
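PC12 cells stably carrying ecdysone-inducible HTT exon 1 Q103–GFP were induced with tebufenozide (100 nM final) and treated with library compounds in titration. GFP aggregates in lysates were counted by laser scanning cytometry.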
HTT cytoprotect – protects HTT-Q103 PC12 cells, measured by ATP | PC12 HTT-Q103 induced, cytoprotection, ATP luminescence, 40 h | Potency, µM (doses to about 56.4 µM), without a hit: cytoprotection (ATP increase), usual class: activators | actives 0.14% (n = 230,000);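 also: % of control where 0% means no effect; nearly all actives have a fitted effect of over 45% in size; toxic huntingtin expression switched on by the ecdysone agonist tebufenozide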
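Rat PC12, Q103 Htt exon1-GFP fusion, ecdysone promoter; tebufenozide inducer 100 nM final; compound titration; qHTS, 1500 cells/well; ATPlite luminescent read.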
GAA glycogen – alters human alpha-glucosidase cleavage of glycogen; Potency, µM (highest dose often 76.4 µM), for inactives: at the highest dose activity change, negative = inhibition, hits mostly inhibitors; actives 0.38% (n = 300,000); recombinant GAA, glycogen substrate, Amplex Red glucose oxidase fluorescence;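 also: 0% = full enzyme reaction and -100% = no-enzyme basal signal; the screen sought inhibitors and activators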
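Natural-substrate format: glycogen cleavage by 4 nM human enzyme, glucose read by Amplex Red coupling (Ex 573, Em 610 nm). Normalized to enzyme and no-enzyme controls.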
Starred values were filed as active, the others as inactive; ? = inconclusive; . = no result given; & = joins results of further samples; [ ] = remark or other dose. Unless noted, calls follow the shape of the dose curve; as a rule, active = well fitted curve in the direction sought with a large enough effect; inconclusive = small, poorly fitted or top-dose-only effect, or another doubt; inactive = no such curve, though single readings can be large; an effect the other way counts as inactive or inconclusive. Potency is read from the fitted curve at half-maximal effect. An excerpt. The share of hits here may be higher or lower than overall.

SMILES	GAA spleen mod	GAA inh	RGS12 GoLoco inh	IMPase Li cell	HttQ103 aggreg	HTT cytoprotect	GAA glycogen
COCCNC(=S)N1CCN(c2cccc(C(F)(F)F)c2)CC1	-6%	0%	6%	9%	-13%	-34%[inhibitor]	1%
O=C(CCS(=O)(=O)c1cccc2nsnc12)N1CCN(C(=O)c2ccco2)CC1	-10%	-2%	-8%	12%[38.3 µM]	25%	-4%[1.9 µM]	1%
Cc1cccc(NC(=O)c2cc(=O)n(Cc3ccccc3)c(=O)[nH]2)c1	.	-4%	-4%	17%	-15%	-6%	-4%
CCn1cc(CNCc2cn(-c3ccccc3C)nc2-c2ccc(OC)c(F)c2)cn1	-1%	6%	11%	12%	8%[9.22 µM]	10%[10 µM]	10%
Cc1noc(C)c1Cc1c(Cl)cccc1Cl	-4%	-3%	6%	0%[38.3 µM]	-5%	8%	0%
COCCn1c(SCC(=O)c2ccc3c(c2)OCCO3)nnc1-c1ccco1	-4%	11%	1%	27%[38.3 µM]	0%	33%[10 µM]	0%
Cc1ccc(Cl)cc1N1CCN(CC(O)COCc2ccco2)CC1 (stereo not drawn)	-3%	0%	.	.	-2%	-4%[10 µM]	3%
N#C/C(=C(/O)COc1cccc2ccccc12)c1nc2ccccc2[nH]1	-10%	5%	9%	2%	-19%	3%[10 µM]	2%
CN(C)S(=O)(=O)c1ccc(NC(=O)c2ccc3ncsc3c2)cc1	2%	.	0%	.	-4%[9.22 µM]	3%[10 µM]	7%
COC(=O)c1ccc(CNC(=O)c2cc3ccccc3oc2=O)cc1	-1%	2%	4%	-5%	9%	6%	6%
COc1ccc(N(CC(=O)NCc2ccncc2)S(=O)(=O)c2ccccc2[N+](=O)[O-])c(OC)c1	5%	4%	11%	12%	10%[9.22 µM]	4%[10 µM]	-8%
N#CNc1nc(O)cc(=O)[nH]1	0%	4%	4%	.	0%[9.22 µM]	0%[10 µM]	-6%
COc1ccccc1CNc1cc(-c2ccccc2C(F)(F)F)ncn1	5%	.	8%	9%	.	-65%[inhibitor]	.
COc1cccc(N(C(=O)CCl)C(C(=O)NCCc2ccccc2)c2cccs2)c1 (stereo not drawn)	-6%	-1%	9%	19%	22µM*	-63%[inhibitor][10 µM]	5%
O=C(CC(Cc1ccccc1)C(=O)O)NCCc1ccc2c(c1)OCO2 (stereo not drawn)	0%	-7%	0%	20%[38.3 µM]	-6%	17%[10 µM]	-4%
COc1ccccc1NC(=O)c1cccc(S(=O)(=O)N2CCOCC2)c1	-6%	-9%	0%	-8%[38.3 µM]	-11%	-10%	1%
CC(C)Cc1nnc(NC(=O)CCN2C(=O)c3ccccc3C2=O)s1	-10%	1%	10%	-4%[38.3 µM]	8%	13%	-12%
CCOC(=O)N1CCC(N2Cc3cccc(C(=O)NCc4ccccn4)c3C2=O)CC1	9%	1%[15.4 µM]	7%	16%[38.3 µM]	0%	-6%	-6%
COc1cc(NC(=O)c2ccc3c(c2)OCCO3)ccc1NC(=O)c1ccco1	10%	6%	-9%	6%	6%[9.22 µM]	18%[10 µM]	19%
COc1cc(OC)c(C(=O)CCCCN2CCC3(CC2)NC(=O)NC3=O)cc1NS(=O)(=O)c1ccc(C(F)(F)F)cc1	-8%&-3%	.	-1%&4%	28%&9%	.	-17%	.
O=C(CCC(=O)Nc1ccc(F)cc1)N/N=C/c1ccc(O)cc1O	-1%	-14%	9%	1%	?	22%	-12%
COc1cc(NC(=O)CSc2nnnn2Cc2ccc3c(c2)OCO3)cc(OC)c1	-6%	-1%	13%	23%[38.3 µM]	3%	25%[10 µM]	-8%
COc1ccc(-n2c(Cn3c(=O)sc4ccccc43)nnc2SCC(=O)N2CCOCC2)cc1	3%	1%	15%	1%[38.3 µM]	6%	-15%	7%
CCOc1cc(CN2CCCC(C(=O)c3cccc(C(F)(F)F)c3)C2)ccc1O (stereo not drawn)	2%	?	-3%	17%	18%[9.22 µM]	0%[10 µM]	-27%
O=S(=O)(NC12CC3CC(CC(C3)C1)C2)c1ccc(F)cc1	-1%	-7%	1%	24%[38.3 µM]	6%	23%	-2%
CCOC(=O)Cn1c(C(C)=O)nc2ccccc21	0%	2%	6%	11%	-10%	-4%	3%
C[C@@H]1C=C[C@](Cc2ccccc2)(C(=O)NCCN2CCOCC2)N1C(=O)c1ccccc1	7%	.	7%	-9%	.	-5%	.
COC(=O)c1cccc(C23CC4(C2)[C@H](CN(Cc2cccnc2)[C@@H]4c2ccccc2)C3c2ccc(C(F)(F)F)cc2)c1 (stereo partly drawn)	-6%&9%	.	5%&1%	-14%	-16%[9.22 µM]	-69%[inhibitor]	6%
CCN(CC)S(=O)(=O)c1ccc(Cl)c(NC(=O)COC(=O)c2cccn2C)c1	5%	-1%	8%	11%	-10%	-32%[inhibitor]	-17%
O=C1c2cccc3cccc(c23)C(=O)N1CCCSc1ncn[nH]1	3%	0%	8%	-1%	-7%	.	10%
Cc1c(-n2c(SCC(N)=O)nc3ccccc3c2=O)c(=O)n(-c2ccccc2)n1C	3%	?	3%	-9%	0%	24%	9%
Cc1oc(-c2ccc3c(c2)OCCO3)cc1C(=O)NC(CCC(=O)O)C(=O)O (stereo not drawn)	3%	2%	-28%	-4%[38.3 µM]	-3%	2%	-3%
CC(C)CC(OC(=O)c1nsc(Cl)c1Cl)C(=O)NCc1cccs1 (stereo not drawn)	-8%	-13%	7%	20%	-11%	7%[1.9 µM]	7%
Cc1cc(C)nc(N/N=C/c2ccco2)n1	-5%	-9%	6%	27%[38.3 µM]	5%	1%	-8%
CC(=O)/C(=N\Nc1ccccc1Cl)Sc1nnc(-c2ccccc2)n1-c1ccccc1	-3%	-4%	11%	10%	22%	0%[10 µM]	13%
CCCCOC(=O)CSc1nc(N)c(C#N)c(-c2ccc(OC)cc2)c1C#N	-9%	?	0%	36%[activator][38.3 µM]	2%	-13%	-2%
Cc1ccc(S(=O)(=O)Nc2ccc(N3CCCCC3)cc2)cc1	-3%	1%	13%	4%	-22%	-15%	-6%
Cc1ccc2c(COC(=O)C34CC5CC(CC(C5)C3)C4)cc(=O)oc2c1	-4%	-2%	17%	0%	4%	32%[0.074 µM]	3%
CN(C)CCNc1nc2c(c(=O)[nH]c(=O)n2C)n1CC(O)COc1ccc(Cl)cc1Cl (stereo not drawn)	-5%	4%	2%	6%[38.3 µM]	13%	-9%[0.074 µM]	0%
Cc1ccc(S(=O)(=O)N2CCC(C(=O)NC3CCCCCC3)CC2)cc1	-2%	-8%	3%	-5%[38.3 µM]	-8%	-5%[10 µM]	9%
Cc1ccc2cc(CCNC(=O)c3ccc4c(c3)OCO4)c(=O)[nH]c2c1	-1%	0%	-14%	22%[38.3 µM]	-11%	-1%[10 µM]	-1%
O=c1cc(-c2cccc(F)c2)[nH]c2cc(F)ccc12	-2%[119 µM]	.	0%[88.7 µM]	7%	.	-262%[inhibitor][96.6 µM]	.
CCC(=O)NNc1nc2c(C)c(C)ccc2s1	4%	-3%	9%	-8%	3%	.	?
COc1cccc(/C=C/C(=O)c2c(O)cc(C)oc2=O)c1O	-2%	3%[15.4 µM]	55%[activator]	5%[38.3 µM]	29%	30%	5%
Cc1nc2nc[nH]n2c(=O)c1CCOC(=O)c1c(F)cccc1F	6%	-2%	-2%	-8%	2%	-31%[inhibitor]	-15%
C/C=C/C=C/C=O	-7%	.	6%	-11%	.	3%	.
Nc1ccc(O)cc1	6%	.	-37%	-1%	.	?	.
COc1ccc(OC)c2sc(NC(=O)CCSc3ccccc3)nc12	-8%	-11%	-12%	42%[activator][38.3 µM]	-21%	-10%[10 µM]	9%
CCCNc1nc(OCC(F)(F)F)nc(OCC(F)(F)F)n1	0%	2%	7%	28%[38.3 µM]	-4%	11%	1%
CC(=O)Nc1sc(C)c(C)c1CN1CCN(S(=O)(=O)c2ccccc2)CC1	-21%	?	-4%	30%[activator][38.3 µM]	-14%	12%[0.074 µM]	-14%

More compounds follow:
SMILES	GAA spleen mod	GAA inh	RGS12 GoLoco inh	IMPase Li cell	HttQ103 aggreg	HTT cytoprotect	GAA glycogen
OCCOc1ccc(C2=NCCO2)cc1	-1%	-9%	3%	16%[38.3 µM]	-4%	3%	2%
CO/N=C(\c1nonc1N)N1CCN(c2ccc([N+](=O)[O-])cc2Cl)CC1	1%	-1%	7%	20%[38.3 µM]	-15%	-18%	-2%
CCN/N=C(\Cc1nc2ccccc2[nH]1)c1ccccc1	3%	1%	9%	15%	11%	-30%[inhibitor]	?
O=C(Nc1cccc(-c2nnn(CC(=O)N3CCc4ccccc4C3)n2)c1)C1CCC1	-1%	-15%	-5%	19%[38.3 µM]	14%	8%[10 µM]	-4%
CCN(c1ccccc1)S(=O)(=O)c1ccc2[nH]cc(C(=O)NCCOC)c(=O)c2c1	-12%	-10%	2%	27%[38.3 µM]	11%	13%[10 µM]	-23%
Nc1cc(C(F)(F)F)ccc1Nc1ccccc1	.	?	66%[activator]	8%	-29%	-15%	?
Cc1ccc(N(CC(=O)NCc2ccncc2)S(C)(=O)=O)cc1Cl	-8%	-4%	.	.	12%	-6%	4%
COc1ccc(-c2nc(N)n(C(=O)c3ccccc3Cl)n2)cc1	6%	-12%	-1%	9%	-2%	-11%[10 µM]	-8%
c1ccc(CCc2nc(-c3ccc(-n4cccc4)cc3)no2)cc1	5%	0%	5%	6%[38.3 µM]	-22%	3%	-13%
Cc1ccc(C)c(NC(=S)N2CCC(c3nc4ccccc4s3)CC2)c1	-10%	0%	5%	6%[38.3 µM]	-5%	2%	-14%
O=C(c1cccc(F)c1)N1CCC2(CCN(Cc3ccccc3)CC2)CC1	-8%	.	4%	22%	.	?	.

Taken from above:
O=C(CC(Cc1ccccc1)C(=O)O)NCCc1ccc2c(c1)OCO2 (stereo not drawn) in RGS12 GoLoco inh is listed with 0%
COc1cc(OC)c(C(=O)CCCCN2CCC3(CC2)NC(=O)NC3=O)cc1NS(=O)(=O)c1ccc(C(F)(F)F)cc1 in RGS12 GoLoco inh is listed with -1%&4%

Retrieved one by one from above:
SMILES	GAA spleen mod	GAA inh	RGS12 GoLoco inh	IMPase Li cell	HttQ103 aggreg	HTT cytoprotect	GAA glycogen
COc1ccc(-c2nc(N)n(C(=O)c3ccccc3Cl)n2)cc1	6%	-12%	-1%	9%	-2%	-11%[10 µM]	-8%
Nc1cc(C(F)(F)F)ccc1Nc1ccccc1	.	?	66%[activator]	8%	-29%	-15%	?
CCN(c1ccccc1)S(=O)(=O)c1ccc2[nH]cc(C(=O)NCCOC)c(=O)c2c1	-12%	-10%	2%	27%[38.3 µM]	11%	13%[10 µM]	-23%
Cc1ccc(N(CC(=O)NCc2ccncc2)S(C)(=O)=O)cc1Cl	-8%	-4%	.	.	12%	-6%	4%
